IL-2 act – activates IL-2 in a cell-based reporter assay | IL-2 activation reporter assay, cell-based qHTS; stimulated with anti-CD3/CD4/CD28 beads; in transgenic mouse T cells | activation, % (series mostly up to about 46 µM) | actives 0.065% (n = 360,000) | AID 652025; in the data active = activation above about 50%; inconclusive = mostly about 30% to 49%; also: 0% is about no effect
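Using fluorescent plate cytometry, EGFP and DsRed are detected in transgenic mouse T cells stimulated 18 h at 37 degrees C with antibody-coated beads after 60 min compound pretreatment.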
WRN inhibitor – WRN helicase (human) inhibition; AID 651768; WRN helicase unwinding, fluorescent forked duplex, kinetic; Potency, µM (top dose mostly 114 µM), without a hit: top-dose activity change, negative = inhibition, hits mostly inhibitors; actives 0.46% (n = 360,000); also: potency is read from the fitted curve at half-maximal effect; % is scaled to controls: 0 for no effect and ±100 for the full control effect; nearly all actives have a fitted effect of over 55% in size
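Kinetic red-fluorescence monitoring (525/598 nm) tracks WRN helicase activity after 100 nM fluorophore-quencher forked duplex and 2 mM ATP are added to 20 nM enzyme pretreated 15 min at room temperature with compound.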
GLP-1R agonist – activates the human GLP-1 receptor. HEK293 GLP-1R CRE-luciferase, luminescence, 4-6 h; cells express a hypersensitive GLP-1R form. actives 0.007% (n = 380,000). AID 624172. P43220. Potency, µM (top dose mostly 45.6 µM), for inactives: top-dose activation, actives largely listed as activators; also: potency is read from the fitted curve at half-maximal effect; % of control where 0% means no effect
DRD3 antagonist – blocks the human D3 dopamine receptor. P35462. D3R cells, DiscoveRx beta-arrestin luminescence, antagonist mode; stronger effect = lower value. max response, negative = inhibition, %. actives 2.5% (n = 360,000); in the data active = max response below about -50%; inconclusive = no clear call, values can overlap the other calls; also: % is scaled to controls: 0 for no effect and ±100 for the full control effect; mostly tested at two doses, the higher about 12 µM
Target sequence (P35462 whole entry, looked up): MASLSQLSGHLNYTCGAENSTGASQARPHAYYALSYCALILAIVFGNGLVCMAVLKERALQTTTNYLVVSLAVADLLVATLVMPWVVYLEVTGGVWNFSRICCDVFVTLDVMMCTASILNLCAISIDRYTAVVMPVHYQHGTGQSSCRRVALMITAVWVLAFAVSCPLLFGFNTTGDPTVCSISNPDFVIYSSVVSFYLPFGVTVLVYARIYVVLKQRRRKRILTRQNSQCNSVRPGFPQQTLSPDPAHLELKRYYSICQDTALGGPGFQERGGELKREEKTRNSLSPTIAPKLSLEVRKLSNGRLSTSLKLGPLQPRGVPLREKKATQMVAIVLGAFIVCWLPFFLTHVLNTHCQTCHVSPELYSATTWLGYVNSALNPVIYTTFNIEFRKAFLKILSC
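Cells plated overnight at 1500 cells/well, then exposed to library compounds with dopamine controls for 90 minutes at 37 degrees C. DiscoveRx reagent added for 30–60 minutes at room temperature; luminescence read, quantitative HTS format.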
GLP-1R inv ag – GLP-1 receptor (human) inverse agonism; P43220; HEK293 GLP-1R CRE-luciferase, luminescence, 24 h; GLP-1R form is constitutively active; Potency, µM (highest dose often 38.3 µM), for the others: at the top dose activity change, negative = inhibition, hits mostly inhibitors; actives 1.6% (n = 410,000); also: potency is read from the fitted curve at half-maximal effect; % is scaled to controls: 0 for no effect and ±100 for the full control effect; nearly all actives have a fitted effect of over 55% in size
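Inverse agonists were sought by their lowering of basal cAMP reporter luciferase output in HEK293 cells stably carrying constitutively active human GLP-1R, after 24 h compound treatment.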
GLP1R cytotox – cytotoxicity counter-screen for GLP-1 receptor inverse agonists. Potency, µM (top dose mostly 38.3 µM), for the others: at the top dose activity change, negative = inhibition, most hits filed as inhibitors. HEK293 cAMP-luciferase reporter cells, luminescence, 24 h. actives 0.13% (n = 410,000);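 also: loss of luciferase light is scored as toxicity; potency is read from the fitted curve at half-maximal effect; % is scaled to controls: 0 for no effect and ±100 for the full control effect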
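Luminescence readout: signal drop marks cytotoxicity. Plated cells grew 12 h at 37 °C, 5% CO2, received 23 nL compound for 24 h, then got luciferase reagent, read after 12 min at RT.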
D3 ag – agonists of human D3 dopamine receptor; P35462; max activation, %; D3R DiscoveRx beta-arrestin cells, luminescence, 90 min; actives 0.58% (n = 410,000); in the data active = max activation above about 30%; also: 0% is about no effect; mostly tested at two doses, the higher about 12 µM
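Agonist mode: compounds and dopamine controls were applied to plated cells for 90 min at 37 degrees C after an overnight attachment at 1500 cells/well. Luminescent read-out followed 30 - 60 minutes at room temperature with DiscoveRx detection reagent.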
PI5P4Ka inh – PI5P4K alpha (human) kinase inhibition. P48426. max response, %. PI5P4Kalpha enzyme, ADP-Glo luminescence, 60 min; stronger effect = lower value. actives 1.2% (n = 330,000); active = max response of -50% or lower; inconclusive = between -30% and -50%; inactive = -30% or higher; also: value at the top dose of about 77 µM; % is scaled to controls: 0 for no effect and ±100 for the full control effect
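Single end-point luminescence (ADP-Glo) quantified ADP from PI5P4Kalpha turnover; ATP 5 microM final, 1 h at RT, 0.1% CHAPS and 0.28 mM EGTA in HEPES pH 7.4.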
PLK1 PBD inh – inhibitors of human PLK1 polo-box domain binding. P53350. Plk1 PBD binding of FITC phosphopeptide, fluorescence polarization. Potency, µM, inactives show max response, negative = inhibition, most hits filed as inhibitors. actives 2.8% (n = 360,000); also: potency is read from the fitted curve at half-maximal effect; series mostly up to about 57 µM; % is scaled to controls: 0 for no effect and ±100 for the full control effect; nearly all actives have a fitted effect of over 65% in size
Target sequence (P53350 whole entry, looked up, the tested form may be a part): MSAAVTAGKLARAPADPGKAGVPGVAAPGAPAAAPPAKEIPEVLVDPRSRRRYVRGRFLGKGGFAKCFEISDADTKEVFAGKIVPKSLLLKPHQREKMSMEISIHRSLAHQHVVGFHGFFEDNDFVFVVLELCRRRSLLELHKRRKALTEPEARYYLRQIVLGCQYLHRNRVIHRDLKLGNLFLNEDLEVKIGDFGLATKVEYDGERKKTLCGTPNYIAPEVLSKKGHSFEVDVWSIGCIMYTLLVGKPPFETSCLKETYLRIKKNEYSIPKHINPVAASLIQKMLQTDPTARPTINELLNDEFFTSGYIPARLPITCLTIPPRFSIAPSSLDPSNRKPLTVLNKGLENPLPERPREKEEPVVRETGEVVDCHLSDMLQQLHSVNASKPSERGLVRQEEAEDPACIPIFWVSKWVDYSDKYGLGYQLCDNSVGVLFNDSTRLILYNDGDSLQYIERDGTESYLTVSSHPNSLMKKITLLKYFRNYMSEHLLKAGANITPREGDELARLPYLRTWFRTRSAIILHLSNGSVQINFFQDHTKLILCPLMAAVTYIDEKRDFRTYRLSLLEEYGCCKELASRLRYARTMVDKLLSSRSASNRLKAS
An asterisk follows results filed as active; ? = inconclusive; / = not tested or not shown; & = joins results of further samples; [ ] = dose if it differs, or a comment. Unless noted, calls follow the shape of the dose curve; as a rule, active = well fitted curve in the direction sought with a large enough effect; inconclusive = small, poorly fitted or top-dose-only effect, or another doubt; inactive = no such curve, though single readings can be large; an effect the other way counts as inactive or inconclusive.

Screens in order – IL-2 act	PLK1 PBD inh	GLP-1R inv ag	DRD3 antagonist	GLP1R cytotox	GLP-1R agonist	PI5P4Ka inh	WRN inhibitor	D3 ag
> CCS(=O)(=O)c1nc(NC(C)=O)n[nH]1
→ -1.4	-14%	8%	-26	83%[activator]	-9%	1	7%	-7
> Cc1ccc(C(=O)Nc2cccnc2Oc2ccc(Cl)cc2)cc1
→ -0.7	-4%	?	1	5%	17%	5	-7%	14
> COc1ccc(S(=O)(=O)NCCSC(C)(C)C)cc1
→ -3.9	-1%	3%	11	-16%	-8%	/	4%	16
> CCCc1nc2c(Cl)cc(C(F)(F)F)cn2c1Cc1ccc(OC)cc1C
→ 0.3	-6%	-16%	12	-6%	-3%	5	-1%	5
> COCCOC(=O)c1c(NC(=O)COC(=O)Cc2cccc(OC)c2)sc(C(N)=O)c1C
→ -3.3	-6%	9%	2	-2%	1%	-4	8%	-8
> COc1ccc(CCC(C)NCc2cc(OC)cc(OC)c2)cc1 (stereo unspecified)
→ 1.1	5%	-23%	13	-6%	-2%	-2	6%	-6
> CC(C)(C)c1cc(C(=O)NC2CC2)n(Cc2ccc(F)cc2)n1
→ -0.7	-21%	?	-11	-3%	10%	-1	4%	7
> COC(=O)c1sc(N2C(=O)c3oc4ccccc4c(=O)c3C2c2cccc(O)c2)nc1C (stereo unspecified)
→ -1.2	-2%	65%[activator]	11	25%	13%	3	-4%	5
> CCCCSc1nc2ccccc2[nH]1
→ 0.2	-4%	-15%	9	-4%	23%	1	7%	5
> CCOC(=O)N1CCC(NC(=O)c2cccc3c2C(=O)N(CCOC)C3)CC1
→ 0.1	-7%	28%	13	1%	9%	1	-9%	3
> CCc1ccccc1NC(=O)CN(c1ccccc1OC)S(=O)(=O)c1ccc(C)cc1
→ /	/	?	/	4%	-1%	/	/	1
> Cc1ccc2nc(-c3ccc4c(c3)NC(=O)CO4)cn2c1
→ 0.0	-13%	22%	-4	4%	16%	-4	-10%	11
> COc1ccc(C2CC(O)(c3ccccc3)Oc3cc(OC)ccc32)cc1 (stereo unspecified)
→ -0.4	-10%	?	13	-29%	-1%	-3	-7%	5
> S=c1nc(-c2ccccc2)n(CCCN2CCOCC2)c2c1CCCC2
→ -0.1	-15%	2%	-15	8%	-1%	/	-2%	-16
> Cc1ccc(OCCC(=O)O)cc1
→ -1.5	-21%	40%	-1	8%	7%	-3	2%	2
> Cn1c(=O)oc2cc(S(=O)(=O)N3CCCC3)ccc21
→ 0.3	-1%	12%	10	1%	-6%	6	-7%	3
> COc1ccc(NC(=O)CSc2nc(C)cc(C)n2)cc1
→ -0.3	-2%	-3%	4	16%	16%	-3	2%	6
> O=C(Nc1ccc(S(=O)(=O)Nc2cnc3ccccc3n2)cc1)c1ccc(Br)o1
→ -2.0	-8%	81%[activator]	-24	15%	8%	/	-25%	9
> Cc1cc(C)cc(OCC(=O)Nc2ccc3c4c(cccc24)CC3)c1
→ -0.9	-28%	-2%	-15	-16%	-13%	-9	11%	10
> O=C(O)C1C2CC(C(Br)C2Br)C1C(=O)O (stereo unspecified)
→ -1.8	4%	13%	20	0%	-8%	8	-2%	4
> O=C(O)/C=C/C(=O)NCCc1ccccc1
→ -0.9	4%	-16%	-25	-13%	0%	2	4%	20
> Cc1[nH]c(C)c(S(=O)(=O)NCc2ccc(OC(C)C)cc2)c1C(=O)N1CCCC1
→ 0.6	-5%	-34%	-8	-4%	-5%	7	3%	4
> O=C1C2=C(c3ccccc31)[N+](=O)C1CCCCC1N2[O-] (stereo unspecified)
→ -1.9	?	8%	-8	2%	4%	-8	-10%	2
> O=C1C2C(c3ccccc3)CC=CC2[C@H](c2ccc(C(F)(F)F)cc2)N1Cc1ccccc1 (stereo partly specified)
→ -0.8	-29%	?	0	?	1%	1	-3%	1
> CSCCC(NC(=O)c1ccccc1Br)C(=O)NCC(c1ccco1)N1CCCCC1 (stereo unspecified)
→ -2.2	-10%	-13%	0	0%	0%	-2	-3%	-11
> COC(=O)Cn1cc(C(=O)c2ccco2)c2ccccc21
→ -0.5	2%	-28%	11	-5%	3%	/	7%	0
> Cc1ccsc1/C=N\NC(=O)CC(=O)NCc1ccccc1
→ -0.2	-14%	-20%	14	-12%	0%	14	3%[57.1 µM]	6
> CC(C)(C)c1nc2sc3c(c2c(=O)o1)CCCC3
→ -0.2	0%	22%	-8	-10%	-10%	-2	1%	0
> CC1CN(C(=O)c2ccc(-c3ccccc3Cl)o2)CC(C)O1 (stereo unspecified)
→ 0.1	-9%	?	-18	-3%	4%	-7	-10%	-6
> O=C(CSc1nnc(CNc2ccc(Cl)cc2)n1Cc1ccccc1)NCc1ccco1
→ -2.7	-11%	?	?	-9%	-1%	2	-11%	0
> Cc1ccc(NC(=O)CSc2ccc(-c3cccnc3)nn2)cc1
→ -0.5	-8%	3%	1	3%	11%	5	?	-6
> CCCn1c(C(O)c2cc(OC)ccc2OC)nc2ccccc21 (stereo unspecified)
→ 0.0	1%	-20%	29	-2%	2%	1	-6%	2
> O=C(CSc1nnc(-c2c[nH]c3ccccc23)o1)c1ccccc1
→ -1.1	0%	5%	5	-16%	0%	/	3%[57.1 µM]	5
> COc1ccc(S(=O)(=O)N2CCOCC2)cc1NC(=O)COC(=O)C1=COCCO1
→ -0.4	-2%	9%	11	6%	11%	2	-3%	0
> COc1ccccc1-n1c(C)nc(=O)c(-c2ccccc2)c1C
→ -0.2	-5%	3%	17	-6%	-8%	0	3%	5
> CCOc1ccccc1OCCC(=O)OCC(=O)Nc1c(C)cc(C)cc1C
→ -1.9	-5%	6%	-16	-5%	-11%	-3	6%	1
> CCc1noc(C)c1C(=O)Nc1ccc(-c2nnc3n2CCCCC3)cc1
→ 3.2	1%	0%	22	-2%	2%	4	-10%	5
> Cc1cc(O)c(C(C)C)cc1NC(=O)Nc1cc(Cl)ccc1Cl
→ 0.1	5%	?	5	0%	17%	6	4%	-9
> Cc1cc(Br)ccc1NC(=O)C1CCN(S(=O)(=O)c2cnc[nH]2)CC1
→ -1.0	-2%	-19%	13	-9%	-2%	0	-9%	3
> Cc1c(C(=O)NCCSCc2ccc(Cl)cc2Cl)cccc1[N+](=O)[O-]
→ -2.9	1%	?	15	-12%	4%	16	-9%	0
> O=C(CSc1nc2ccccc2c(=O)n1CCCO)N1CCc2ccccc21
→ 1.7	-3%	5%	12	-12%	0%	-12	-9%	9
> Cc1[nH]c(=O)[nH]c(=O)c1S(=O)(=O)Nc1cccc([N+](=O)[O-])c1C
→ -1.5	0%	20%	5	5%	0%	7	5%	-7
> COc1ccc(NC(=O)CN2CCN(Cc3ccccc3Cl)S2(=O)=O)cc1Cl
→ /	/	?	/	-11%	0%	/	/	0
> Cc1ccc(-c2cc(C(F)F)n3ncc(C(=O)Nc4cn(C)nc4C)c3n2)cc1
→ 1.3	2%	20%	4	14%	3%	0	2%	-4
> Cc1ccc(NC(=O)c2cc(N3C(=O)C=CC3=O)ccc2N2CCOCC2)cc1
→ -0.5	3µM*	11%	7	?	0%	-63*	35µM*	0
> CC(C)C[C@@H](CN)NC(=O)c1nc[nH]c1C(=O)N[C@@H](C)C(=O)CNC[C@H](C)NC(=O)c1nc[nH]c1C(=O)N[C@@H](CC(C)C)C(=O)O
→ 0.0	?	9%	3	-4%	-3%	-21	5%	-4
> CCOC(=O)N1CCN(C(=O)CC(C)S(=O)(=O)c2cc3c(cc2C)NC(=O)CO3)CC1 (stereo unspecified)
→ -2.1	-12%	-10%	-9	-1%	2%	3	-1%	6
> COc1cc2nc(CN(C)Cc3nc4ccccc4c(=O)[nH]3)[nH]c(=O)c2cc1OC
→ 0.5	-4%	1%	-19	12%	1%	/	-19%	7
> COc1ccc(-n2nc3c(c2NC(=O)C(C)C)CSC3)cc1
→ -0.7	-7%	4%	6	0%	-4%	0	1%	1
> CC1CCN(CC(=O)N2CC(=O)Nc3ccccc32)CC1
→ -2.6	3%	15%	7	6%	1%	/	10%	-12
> COc1ccc(N2CCCCn3c2nc2c3c(=O)[nH]c(=O)n2C)cc1
→ -2.2	-8%	4%	1	13%	-4%	-4	13%	0
> Cc1ccc(S(=O)(=O)CC(=O)Nc2sc(C)c(C)c2C(N)=O)cc1
→ 0.0	-9%	?	-10	-3%	10%	-12	-13%	0
> CN1CCN(c2ccc(S(=O)(=O)N3CCOCC3)cc2NC(=O)COc2ccc(C#N)cc2)CC1
→ 2.0	-12%	16%	-10	13%	4%	-6	0%	2
> CCOc1ccccc1NC(=O)CCn1nc(C)c(S(=O)(=O)N2CCCCC2)c1C
→ -1.5	-18%	?	-11	-14%&0%	5%	0	7%	-3&4
> CC(C)(C)c1ccc(CN2C(=O)c3ccccc3S2(=O)=O)cc1
→ -5.0	-5%	10µM*	0	7%	23%	11	?	-16
> COc1cccc(NC(=S)NC(=O)Cc2ccccc2)c1
→ 0.2	-1%	-28%	-3	-27%	23%	-6	-5%	0
> CCN1C[C@@H]2[C@@H]3C(=O)N(Cc4ccccc4)C(=O)[C@@H]3[C@](Cc3ccccc3)(C1=O)N2C(=O)c1ccc(Br)cc1
→ -0.4	-2%	18%	-7	10%	-1%	2	4%	1

Source: PubChem
